Source: PubChem (several laboratories)
MCL1-BIM inh – disrupts human MCL1 binding to BIM-BH3 peptide | Q07820 | GST-MCL1 / FITC-Bim-BH3 fluorescence polarization | inhibition, % at 10.9 µM | hit rate 0.68% among 320,000;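 active means inhibition above the mean inhibition of all tested compounds plus 3 SD, set per campaign, cut at about 40% in these data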;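 further: 0% = DMSO wells and 100% = unlabeled Bim-BH3 peptide control; higher means more loss of mP so more displacement of Bim peptide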
VLA-4 inh – inhibition in a human VLA-4 binding assay. VLA-4 expressing cells, ligand binding flow cytometry. AID 2557. inhibition, % (about 7 µM as worked out from the volumes in the protocol). hit rate 0.2% among 330,000. P13612; in the data active means inhibition above about 50%
CIT2 TOR yeast – yeast TOR pathway CIT2-GFP modulation | S. cerevisiae CIT2-GFP strain, flow cytometry, 3 h; 100 means same as DMSO wells | GFP response vs DMSO, % at 10 µM | hit rate 0.065% among 320,000 | AID 2029;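 active means GFP response relative to DMSO above a set limit, near the screen mean plus 3 SD, cut at about 150% in these data; inconclusive means Fewer than 70 cells measured for a yeast strain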;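 further: ratio of well median GFP fluorescence to mean of DMSO wells on the plate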
MEX-5 binding – C. elegans MEX-5 TCR-2 RNA binding activity | hit rate 0.38% among 300,000 | activity score (negative = inhibition of binding), % at 10 µM | Q9XUB2 | MEX-5/FITC-TCR2 RNA binding, fluorescence polarization; active compounds read low;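 active means inhibition past about -25% in most replicates, and total fluorescence under double the plate's negative control median, limit read from the data; inconclusive means replicates evenly split on the limit, or fluorescence at least double controls; inactive means too little inhibition in most replicates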;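 further: 0% = DMSO and -100% = 5 µM competing unlabeled TCR2 RNA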
GRK2 aptamer HTS – human GRK2 inhibition via aptamer displacement; P25098; bead flow cytometry, FAM-aptamer displacement from GRK2; inhibition of aptamer binding, % at 10 µM; hit rate 0.59% among 330,000;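 active means inhibition of aptamer binding above 40%, roughly 3 SD of noise, on plates passing a quality check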;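 further: median bead fluorescence of bound FAM aptamer so fluorescent compounds give negative values; no value below 0 was filed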
Target sequence (P25098 whole entry, looked up): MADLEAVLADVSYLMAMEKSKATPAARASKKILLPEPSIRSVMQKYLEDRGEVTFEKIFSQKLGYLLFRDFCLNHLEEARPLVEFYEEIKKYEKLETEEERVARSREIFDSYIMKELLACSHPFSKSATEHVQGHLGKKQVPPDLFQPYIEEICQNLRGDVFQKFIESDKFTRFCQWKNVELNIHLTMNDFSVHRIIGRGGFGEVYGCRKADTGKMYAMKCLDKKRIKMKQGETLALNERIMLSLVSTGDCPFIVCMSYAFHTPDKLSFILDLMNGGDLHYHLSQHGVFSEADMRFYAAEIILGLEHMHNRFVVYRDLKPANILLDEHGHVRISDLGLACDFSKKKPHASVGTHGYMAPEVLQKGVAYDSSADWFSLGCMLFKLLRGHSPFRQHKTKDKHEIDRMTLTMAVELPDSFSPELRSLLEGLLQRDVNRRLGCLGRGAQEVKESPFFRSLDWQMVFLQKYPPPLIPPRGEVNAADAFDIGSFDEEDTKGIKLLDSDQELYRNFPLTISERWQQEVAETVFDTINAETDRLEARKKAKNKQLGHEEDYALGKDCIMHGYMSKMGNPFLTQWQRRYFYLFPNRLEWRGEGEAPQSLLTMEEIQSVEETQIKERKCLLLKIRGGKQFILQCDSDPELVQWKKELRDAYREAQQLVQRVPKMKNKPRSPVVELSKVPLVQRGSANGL
GLD-1 RNA inh – GLD-1-TGE RNA interaction inhibition (C. elegans); purified GLD-1 + fluorescein TGE RNA, fluorescence polarization; AID 2280; hit rate 0.44% among 320,000; Q17339; inhibition, % at 5.96 µM;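 active means percent inhibition above a per-plate cutoff, the plate mean of test compounds plus 3 SD, cut at about 30% in these data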;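 further: 0% = DMSO wells with GLD-1 and probe and 100% = wells lacking GLD-1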
BCLXL inh – blocks human Bcl-xL binding to Bim BH3 peptide; Q07817; inhibition, % at 10.9 µM; AID 2129; GST-Bcl-xL / FITC-Bim BH3 peptide fluorescence polarization; hit rate 0.7% among 320,000;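 active means inhibition above the mean of all tested compounds plus 3 SD, cutoff set per campaign, cut at about 30% in these data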;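 further: 0% = DMSO wells and 100% = unlabeled Bim-BH3 peptide competitor; inhibitors lower millipolarization by displacing the labeled peptide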
AGP1 TOR yeast – yeast TOR pathway AGP1-GFP modulation | S. cerevisiae AGP1-GFP multiplex flow cytometry, 3 h; GFP as percent of DMSO wells | GFP response vs DMSO, % at 10 µM | hit rate 0.02% among 320,000 | AID 2066;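 active means GFP response relative to DMSO above a set limit, near screen average plus 3 SD, cut at about 150% in these data; inconclusive means fewer than 70 cells counted for the yeast strain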;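 further: median GFP channel fluorescence of the gated AGP1 strain per well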
Yeast superoxide – caloric restriction mimetics inhibiting age-related superoxide in yeast; superoxide response (% of plate mean), % at 10 µM; AID 2690; S. cerevisiae aged cells, superoxide DHE fluorescence; active compounds read low; hit rate 0.18% among 330,000;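 active means superoxide response under a set limit, about three screen SD below normal, cut at about 65% in these data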;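 further: yeast aged for seven days with compound at 30 °C before DHE staining; 100% = average MFI of all compound-treated wells on the plate with controls excluded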
* hit, by the source's call; u = inconclusive; x = no result given; & = joins results of further samples.

SMILES	MCL1-BIM inh	VLA-4 inh	CIT2 TOR yeast	MEX-5 binding	GRK2 aptamer HTS	GLD-1 RNA inh	BCLXL inh	AGP1 TOR yeast	Yeast superoxide
Cn1ccc(NS(=O)(=O)c2cc(Br)ccc2Br)n1	2	2	103	x	5	-4	4	93	101
CCCCN1C(=O)C2C3C=CC(C2C1=O)C1C2C(=O)N(CCCC)C(=O)C2C31 (centres undefined)	3	4	103	1.0	1	-3	0	104	97
CC1(C)O[C@@H]2[C@H](O1)[C@@H](COS(=O)(=O)O)O[C@H]2n1cnc2c(=O)[nH]cnc21	-8	0	92	x	4	-6	-6	101	114
Cc1ccc(/C=N/c2sc3c(c2C#N)CCC3)o1	3	-6	83	-2.4	1	3	7	96	103
O=C(c1ccc2nc(N3CCCCC3)sc2c1)N1CCN(c2ccccn2)CC1	9	49	90	0.2	0	4	4	97	94
CCN1CCN(CC(=O)n2c3c(c4ccccc42)CC(C)CC3)CC1 (centres undefined)	8	17	95	-2.1	0	7	15	91	93
CCc1ccc(NC(=O)N2CCCCCC2)cc1	3	7	90	-0.3	1	1	1	92	99
COc1ccc(CN2C(=O)c3ccccc3C2=O)cc1C(=O)N(C)CC(=O)Nc1c(C)cccc1C	0	4	94	x	0	3	2	95	109
CCCc1cc(=O)[nH]c2nnc(SCC(=O)Nc3cccc(NC(C)=O)c3)n12	-1	-7	101	1.0	0	-6	-1	99	93
Cc1ccc(NC(=O)C2CC(=O)N(c3ccc4c(c3)OCCO4)C2)nc1 (centres undefined)	1	3	111	0.2	5	4	8	115	101
Cc1ccccc1NC(=O)c1ccc(OCc2c(C)noc2C)cc1	-6	4	100	x	3	-1	-1	104	76
CCOC(=O)c1c(C)[nH]c(C(=O)CSc2nccc(C)n2)c1C	1	-3	96	0.7	0	-11	0	95	88
COc1cc(CC(=O)Nc2nccs2)cc(OC)c1OC	-2	-24	93	-1.8	0	10	2	100	99
COC(=O)C(NC(C)=O)(Nc1nc2ccc(S(C)(=O)=O)cc2s1)C(F)(F)F (centres undefined)	1	9	96	-0.6	0	-2	8	101	94
COc1ccc(CCNC(=O)CCCOc2cccc(C)c2C)cc1OC	-3	5	96	-1.1	1	-2	-7	100	112
Cc1cc(=O)[nH]c(/N=C(\N)Nc2ccc(SC(F)F)cc2)n1	2	13	104	-1.0	1	5	0	101	92
CCC(CC)C(=O)NCCc1cc2ccc(C)cc2[nH]c1=O	4	-17	91	-0.1	0	2	-1	99	127
CCC(=O)OCC(=O)c1cc(C)n(-c2ccc(Br)cc2)c1C	2	4	92	1.9	0	1	2	94	82
CCOC(=O)c1[nH]c2ccc(C)cc2c1N	-4	-3	85	0.8	0	2	6	98	91
COC(=O)c1ccc(COc2ccc(/C=N/Nc3nc(C)cc(=O)[nH]3)cc2)cc1	0	6	104	-1.8	5	9	-1	101	99
Cc1ccc(C)c(NC(=O)CSc2nnc(-c3ccccc3)o2)c1	4	0	104	2.0	4	-8	5	98	90
Cc1cc(C)c2sc(N(CCCN(C)C)C(=O)c3ccc(Br)s3)nc2c1	-4	18	99	2.4	0	5	1	109	96
O=C(NCCN1CCOCC1)c1cc(Sc2cccc(Cl)c2)nc2ccccc12	-3	22	103	-0.1	4	4	1	98	99
CCCCS(=O)(=O)c1sc2nc3c(cc2c1N)CCCC3	7	-4	94	-0.6	0	1	5	86	106
Cc1c(C(=O)OCC(=O)c2c(N)n(CC(C)C)c(=O)n(C)c2=O)oc2ccccc12	-1	1	99	2.1	7	5	4	105	96
CCOC(=O)c1cc(C(C)(C)C)oc1CNC(=O)c1c(C)oc2c1CCCC2	4	3	86	-1.7	0	1	7	94	113
CC(=O)Nc1ccc(S(=O)(=O)NCc2nc(-c3ccccc3Cl)no2)cc1	6	2	113	0.0	0	2	1	108	106
Cc1ccc2[nH]cc(CCNC(=O)c3ccco3)c2c1	-2	9	101	-1.2	0	-6	-2	100	116
Cc1ccc(C(=S)NCS(=O)(=O)c2ccc(C)cc2)cc1	15	1	98	0.4	2	2	9	100	93
Cc1ccc2nc3c(cc(C(=O)NCC4CCCO4)c(=N)n3CCCOC(C)C)c(=O)n2c1 (centres undefined)	1	3	u	x	0	7	6	u	83
COc1cc(/C=C2/SC(=O)NC2=O)ccc1Oc1ccc([N+](=O)[O-])cc1[N+](=O)[O-]	10	-25	105	-1.4	0	2	2	100	100
N#Cc1ccc(/C=C/C(=O)c2cccnc2)cc1	-2	17	96	-1.4	0	5	-4	90	89
CCC(CC)c1nnc(NC(=O)C2=NNC(=O)CC2)s1	6	-2	100	-4.1	5	8	1	106	84
CC(=O)Nc1ccc(OS(=O)(=O)c2ccc([N+](=O)[O-])cc2)cc1	2	45	96	-3.5	3	5	4	100	91
CN(C)CCOC(=O)C1(c2ccccc2)CCOCC1	6&-1	13&-1	98&103	-0.7&0.2	0&3	0&-13	3&-4	109&105	71&111
CC(O)CNc1cc(N)c([N+](=O)[O-])cc1[N+](=O)[O-] (centres undefined)	8	12	94	-0.3	2	-5	5	94	94
CCOCCCn1c(SCC(=O)NC2CCCC2)nc2ccccc2c1=O	1	12	100	-3.7	0	-2	0	102	91
CSc1ccccc1NC(=O)CN1CCN(S(=O)(=O)c2ccccc2[N+](=O)[O-])CC1	-3	13	90	x	0	5	-4	94	95
Cc1c(O)ccc2c(CC(=O)N[C@@H](Cc3ccccc3)C(=O)O)cc(=O)oc12	x	8	102	-1.7	1	x	x	100	99
COc1cccc(-c2c(C(=O)N/N=C/c3sccc3C)nnn2-c2nonc2N)c1	4	-2	100	-0.1	1	4	5	104	100
COC(C(=O)NCc1ccccc1C)c1ccccc1 (centres undefined)	9	7	95	-0.4	0	7	3	97	79
Cc1ccc(NC(=O)/C(=C/c2ccc([N+](=O)[O-])cc2)NC(=O)c2ccccc2)cc1	2	-8	98	-1.3	1	0	6	102	107
CCCCCn1c(=O)[nH]c2cc(C(=O)NCCCN(C)Cc3ccccc3)ccc2c1=O	2	25	91	-1.5	0	3	3	83	102
O=C(O)c1cnn(-c2ccccc2)c1-n1cccc1	-3	-2	99	-1.8	0	2	1	98	73
Cc1cc(C)c2c(CN3CCC(C)CC3)cc(=O)oc2c1	3	12	88	-0.8	0	13	0	92	92
Cc1ccc(C2(C)NC(=O)N(CC(=O)Nc3ccc(Cl)c(S(=O)(=O)N4CCCCC4)c3)C2=O)cc1 (centres undefined)	-15	12	90	1.6	0	-2	-8	107	105
CCN(CC(O)c1cccc(O)c1)C(=O)C12CC3CC(CC(C3)C1)C2 (centres undefined)	-1	-1	93	-2.3	0	15	0	93	102
COCCCNC(=O)C1CCC(CNS(=O)(=O)c2ccc(OC)cc2)CC1 (centres undefined)	3	-6	107	0.9	1	0	0	93	88
CCOc1ccc(OCCC(=O)Nc2ccc3c(c2)OCO3)cc1	-14	23	95	x	0	-1	-6	95	103
CCCn1nnnc1NC(=O)c1cc(Cl)ccc1Cl	3	-14	105	-2.8	1	3	-2	103	95
CC(C)(C)C1=NN=C2c3ccccc3C(=O)C21 (centres undefined)	7	10	95	-0.3	1	5	-7	96	116
O=C(CN1C(=O)C2C3C=CC(C4CC34)C2C1=O)Nc1cnc2ccccc2c1 (centres undefined)	4	-9	99	3.8	1	3	4	104	84
CS(=O)(=O)N1CCC(C(=O)Nc2cccc(Cl)c2Cl)CC1	1	16	104	-0.7	0	10	1	98	91
CC1CCc2c(sc3ncn(CCO)c(=O)c23)C1 (centres undefined)	-2	4	97	2.2	1	3	1	92	96
Cn1nc(C(F)(F)F)c(-c2ccc(Br)cc2)c1NC(=O)c1nccnc1C(=O)O	8	-4	95	-2.8	0	7	9	100	103
CN(C)S(=O)(=O)c1ccc2c(c1)nc(CCC(=O)NCc1ccc(Cl)cc1)n2C	-3	2	106	-3.0	1	7	3	111	94
O=C(O)/C=C\C(=O)Nc1ccc(F)c(F)c1F	9	1	103	0.3	15	-4	6	100	105
Cn1c2ccccc2c(=O)c2ccc(C#CC3(N)CCCCC3)cc21	10	23	89	0.0	0	12	6	89	96
CC1(C(=O)NCc2ccccc2)Oc2ccccc2NC1=O (centres undefined)	6	4	91	-1.5	5	4	4	93	95
Cn1c(CO)cnc1SCc1c(Cl)cccc1Cl	1	2	96	1.2	0	-4	-2	98	94
COc1ccc(Nc2nnc(SCC(=O)/C=C3/N(C)c4ccccc4C3(C)C)s2)cc1	-4	-129	87	0.1	6	10	3	101	103
Cc1c(Cl)cccc1NC(=O)c1cc(-c2ccco2)on1	-8	4	99	-0.9	0	-3	-2	100	98
Cc1ccc(CNc2nc(-c3cccnc3)nc3ccccc23)cc1	-12	16	84	0.1	2	6	-3	92	93
